MEP2-GFP yeast: alters MEP2-GFP fluorescence in TOR pathway yeast screen; AID 2016; hit rate 0.51% among 330,000; S. cerevisiae MEP2-GFP strain, flow cytometry GFP, 3 h; 100% = DMSO control level; GFP response vs DMSO, % at 10 µM;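 active means GFP response versus DMSO above a set limit, roughly screen mean plus 3 SD, cut at about 180% in these data; inconclusive means fewer than 70 cells counted for a yeast strain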;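 further: median GFP fluorescence of the barcode-gated MEP2-GFP cells per well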
CIT2 TOR yeast: modulators of TOR pathway CIT2-GFP in S. cerevisiae | S. cerevisiae CIT2-GFP strain, flow cytometry, 3 h; 100 means same as DMSO wells | GFP response vs DMSO, % at 10 µM | hit rate 0.065% among 320,000 | AID 2029;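 active means GFP response relative to DMSO above a set limit, near the screen mean plus 3 SD, cut at about 150% in these data; inconclusive means Fewer than 70 cells measured for a yeast strain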;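 further: ratio of well median GFP fluorescence to mean of DMSO wells on the plate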
LAP4-GFP MLPCN: modulators of TOR pathway LAP4-GFP in S. cerevisiae. S. cerevisiae LAP4-GFP multiplex, flow cytometry GFP, 3 h; median GFP as percent of DMSO wells. GFP response vs DMSO, % at 10 µM. hit rate 0.34% among 320,000;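 active means GFP response vs DMSO above a set limit, about the screen mean plus 3 SD, cut at about 150% in these data; inconclusive means under 70 cell events counted for the yeast strain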
AGP1 TOR yeast: yeast TOR pathway AGP1-GFP modulation; hit rate 0.02% among 320,000; S. cerevisiae AGP1-GFP multiplex flow cytometry, 3 h; GFP as percent of DMSO wells; GFP response vs DMSO, % at 10 µM;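 active means GFP response relative to DMSO above a set limit, near screen average plus 3 SD, cut at about 150% in these data; inconclusive means fewer than 70 cells counted for the yeast strain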;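 further: median GFP channel fluorescence of the gated AGP1 strain per well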
GRK2 inh: blocks RNA aptamer binding to human GRK2. hit rate 0.59% among 330,000. P25098. bead flow cytometry, FAM-aptamer displacement from GRK2. inhibition of aptamer binding, % at 10 µM;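 active means inhibition of aptamer binding above 40%, roughly 3 SD of noise, on plates passing a quality check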;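 further: median bead fluorescence of bound FAM aptamer so fluorescent compounds give negative values; no value below 0 was filed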
RPL19A-GFP yeast: alters RPL19A-GFP fluorescence in TOR pathway yeast screen | S. cerevisiae RPL19A-GFP strain, flow cytometry, 3 h; hits give low values | AID 2025 | hit rate 0.3% among 330,000 | percent response vs DMSO, % at 10 µM;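 active means percent response vs DMSO below 50%; inconclusive means fewer than 70 events counted for the yeast strain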;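 further: median channel GFP fluorescence of the barcoded RPL19A-GFP strain; ratio of sample median GFP to plate DMSO average so 100% = DMSO; lower means less RPL19A-GFP as with rapamycin TOR inhibition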
VLA-4 inh: inhibition in a human VLA-4 binding assay; P13612; VLA-4 expressing cells, ligand binding flow cytometry; inhibition, % (about 7 µM as worked out from the volumes in the protocol); hit rate 0.2% among 330,000; AID 2557; in the data active means inhibition above about 50%
GASC-1 inh: human JMJD2C demethylase inhibition; Q9H3R0; GST-JMJD2C(1-420) H3K9me3 demethylation, DELFIA europium; inhibition, % at 2.35 µM; hit rate 0.069% among 330,000;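 active means more than half of a compound's replicate wells show inhibition beyond 50%, single wells judged on their own value; inconclusive means some, but no more than half, of replicates pass 50% inhibition; inactive means no replicate passes 50% inhibition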;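 further: signal counts dimethyl H3K9 product captured on neutravidin plate; 0% = median of DMSO wells and 100% = 0.3 times that DMSO median; strong numbers were not always called active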
Target sequence (Q9H3R0 1-420 limits assumed): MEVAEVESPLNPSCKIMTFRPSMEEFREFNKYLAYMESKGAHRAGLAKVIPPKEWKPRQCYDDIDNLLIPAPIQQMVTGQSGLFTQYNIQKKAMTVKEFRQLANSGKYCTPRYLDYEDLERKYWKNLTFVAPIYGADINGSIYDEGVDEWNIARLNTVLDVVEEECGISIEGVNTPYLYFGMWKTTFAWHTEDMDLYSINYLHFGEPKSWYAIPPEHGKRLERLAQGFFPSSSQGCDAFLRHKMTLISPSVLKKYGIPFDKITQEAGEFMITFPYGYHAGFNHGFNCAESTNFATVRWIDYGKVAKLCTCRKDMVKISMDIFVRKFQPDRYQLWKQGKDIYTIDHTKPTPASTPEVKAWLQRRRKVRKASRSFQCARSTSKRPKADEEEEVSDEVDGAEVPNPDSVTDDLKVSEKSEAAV
* = called active by the depositor; i = inactive; ? = inconclusive; . = no result given. An unsorted share of the library; 1.7% or so of the library scored in one or more.

SMILES	MEP2-GFP yeast	CIT2 TOR yeast	LAP4-GFP MLPCN	AGP1 TOR yeast	GRK2 inh	RPL19A-GFP yeast	VLA-4 inh	GASC-1 inh
CC(C)(C)c1cc(CCC(=O)NCCc2ccccn2)cc(C(C)(C)C)c1O	104	95	92	93	0	95	41	-5
Cn1c(SCC(=O)Nc2cccc(F)c2)nnc1-c1cccnc1	92	105	99	97	5	99	5	i
CCOC(=O)C(NC(C)=O)(Nc1ccc(S(=O)(=O)Nc2cc(C)on2)cc1)C(F)(F)F (stereo unspecified)	126	100	109	106	1	86	3	-3
O=C(O)Cn1cc2c(n1)CCCC2	105	95	98	103	0	102	3	0
Cc1ccc(COc2cccc3c2CCN(Cc2ccc(F)cc2)C3=O)cc1	103	105	106	98	0	104	-7	10
Cc1cc(C)cc(NC(=O)c2cccn2-c2ncc(C(F)(F)F)cc2Cl)c1	106	101	103	106	0	106	4	15
CCOC(=O)CC1C(C(=O)OCC)ON2OC(C(=O)OC)C(C(=O)OCC)C12 (stereo unspecified)	102	125	96	94	0	100	7	36
CCn1ccnc1C(O)c1cccc2ccccc12 (stereo unspecified)	111	102	92	100	2	99	0	3
Cc1nnc(NC(=O)c2ccccc2C(=O)O)s1	116	121	105	116	0	112	13	84
O=C(NNS(=O)(=O)c1ccccc1)C1CCN(S(=O)(=O)c2ccc(Cl)cc2)CC1	98	101	99	99	0	104	-5	?
Cc1cc2oc(=O)cc(CN3CCC(C)CC3)c2c(C)c1Cl	105	114	101	103	0	102	-8	5
COC(=O)Cc1csc(NC(=O)CSc2nncn2C)n1	106	82	169*	109	4	88	-7	16
COc1cc(C(=O)OCC(=O)NC2CC2)cc(OC)c1OC	98	92	97	101	4	97	12	-3
CN(C(=O)C1CCN(c2ncnc3c2nc2n3CCCCC2)CC1)C1CCCCC1	95	98	120	103	3	100	22	-15
CC(NC(=O)CNC(=O)[C@@H]1Cc2ccccc2CN1)c1ccccc1 (stereo partly specified)	111	104	100	107	7	102	-101	-14
O=C(NCC(=O)N(c1ccccc1F)C(C(=O)NC1CCCC1)c1ccncc1)c1ccco1 (stereo unspecified)	101	101	95	107	0	104	3	5
O=C(/C=C(/c1ccc(Cl)cc1)n1cncn1)c1ccccc1	106	94	108	100	4	102	14	158
CC(C)N(CC#CC(O)(c1ccccc1)c1ccccc1)CCO	108	96	98	92	2	95	15	-8
CCCc1cc(=O)[nH]c(SCC(=O)Nc2ccc(S(=O)(=O)N3CCCC3)cc2)n1	100	98	97	94	0	95	-10	0
O=C(NNS(=O)(=O)c1ccc([N+](=O)[O-])cc1)c1cnn(-c2ccccc2)c1-n1cccc1	99	106	100	98	0	98	1	46

Continued; it opens with the 2 that closed the last part.
SMILES	MEP2-GFP yeast	CIT2 TOR yeast	LAP4-GFP MLPCN	AGP1 TOR yeast	GRK2 inh	RPL19A-GFP yeast	VLA-4 inh	GASC-1 inh
CCCc1cc(=O)[nH]c(SCC(=O)Nc2ccc(S(=O)(=O)N3CCCC3)cc2)n1	100	98	97	94	0	95	-10	0
O=C(NNS(=O)(=O)c1ccc([N+](=O)[O-])cc1)c1cnn(-c2ccccc2)c1-n1cccc1	99	106	100	98	0	98	1	46
N#CCSc1nnc(Cc2cccs2)n1C1CCCCC1	101	105	107	111	0	102	24	-13
O=S(=O)(Nc1ccccn1)c1cccc(S(=O)(=O)c2ccc(Cl)cc2)c1	95	107	105	100	0	100	-2	1
Cc1c(C(C)(C)C)c(C=S)n2ccccc12	98	98	98	102	2	97	3	25
CCOC(=O)C1(Cc2cccc(F)c2)CCN(C(=O)Cc2cccnc2)CC1	111	94	90	21	11	86	13	-2
Cc1c(Br)c([N+](=O)[O-])nn1CC(=O)Nc1ccc(CC#N)cc1	94	101	100	99	3	96	7	-22
Cc1ccc(C(=O)N2CC(=O)Nc3ccc(F)cc3C2c2ccc(F)cc2)cc1[N+](=O)[O-] (stereo unspecified)	139	110	117	120	2	112	-10	9
COCCNC(=O)c1c[nH]n2c(=O)cc(C3CCN(C(=O)OC(C)(C)C)CC3)nc12	102	100	101	100	9	101	13	-4
Cc1cc(NC(=O)CN2C(=O)NC(C)(CCc3ccccc3)C2=O)no1 (stereo unspecified)	103	99	97	99	0	108	18	1
O=C1NC(=Nc2ccc(F)cc2)CS1	99	105	99	98	2	108	6	-4
O=C(c1cccs1)N1CCC(c2nc3ccccc3s2)CC1	100	.	91	92	3	95	0	-3
Cc1ccc(S(=O)(=O)Nc2c(NC3CCCCC3)c3ccccc3oc2=O)cc1C	106	98	99	106	1	101	0	22
Cn1c(CN2CCCCC2)nc2cc(NC(=O)c3ccc(Cl)cc3)ccc21	92	88	99	89	0	95	5	-6
O=C(CCN1C(=O)c2ccccc2C1=O)NCc1cccc(Cl)c1	96	94	93	98	3	101	-6	-10
COc1ccccc1C(=O)NCCOc1ccc(C)c(C)c1	108	108	98	98	2	103	2	-1
O=C1C=C(N2CCOCC2)CCC1	101	105	96	110	5	101	22	2
CCn1c(-c2cc(-c3ccc(OC(C)C)cc3)nc3ccccc23)n[nH]c1=S	107	101	112	104	2	97	-2	-3
CC(Sc1nc(-c2ccc(F)cc2)cs1)C(=O)N1c2ccccc2CC1C (stereo unspecified)	107	104	102	99	5	106	3	1
Cc1cccc(CCN(CC(=O)NC(C)(C)C)C(=O)c2csnn2)c1	100	101	111	106	1	96	2	-15
Cc1ccc(-n2nnnc2SCC(=O)c2c(N)n(C3CC3)c(=O)[nH]c2=O)cc1C	101	102	103	106	0	101	9	2
CC(=O)N(Cc1cccnc1)c1cccc(-c2nc3ccccc3s2)c1	116	109	90	100	0	101	3	19
NC(=O)c1c(NC(=O)C(=O)NCCCN2CCOCC2)sc2c1CCCC2	102	104	95	102	0	101	-2	2
COC(=O)c1ccc(S(=O)(=O)N(CCO)Cc2ccccc2)n1C	98	103	108	103	1	96	6	-2
CC(NC(=O)C1CCC(C(C)(C)C)CC1)C(c1ccccc1)N1CCOCC1 (stereo unspecified)	105	92	103	99	0	100	5	-42
COc1ccc(CCN2C(=O)c3cccc4cccc(c34)C2=O)cc1OC	105	98	100	99	0	96	-1	7
CCCOC(=O)c1c(N)sc2c1CCC2	107	104	98	105	1	108	9	-20
CC1(c2nnc(Cc3ccccc3)o2)CC(c2cccc(Cl)c2)=NO1 (stereo unspecified)	99	88	95	92	0	95	6	2
C/C(=N\Nc1cc(N2CCOCC2)ncn1)c1ccc(O)cc1	108	103	100	99	1	103	7	2
NC1=NC(=O)CC(C(=O)Nc2cccc3ccccc23)S1 (stereo unspecified)	104	100	101	113	2	98	-4	-2
CC(C)c1ccc2oc(=O)cc(CN3CCCCC3)c2c1	100	101	100	102	0	102	2	-27
Cc1ccc(-c2c(C)n([O-])c3c([n+]2=O)CCCCC3)cc1	104	100	94	98	1	104	7	4
C[C@H](CO)N1C[C@H](C)[C@@H](CN(C)Cc2ccc(Cl)c(Cl)c2)Oc2c(NS(=O)(=O)c3cn(C)cn3)cccc2C1=O	96	95	96	101	0	96	24	32
Clc1ccccc1-c1nc2ccccc2[nH]1	99	86	107	99	.	95	3	-3
COc1cnn(-c2ccc(C)cc2)c(=O)c1Br	96	104	93	92	30	88	-46	1
CC(C)C(OC(=O)/C=C/c1ccc2c(c1)OCO2)C(=O)NC(N)=O (stereo unspecified)	107	110	98	107	0	103	25	10
CN(C)c1ccc(C=NCCC2(c3ccccc3)CCOC(C)(C)C2)cc1 (stereo unspecified)	104	107	104	103	0	100	.	-10
COCCNc1nc2nonc2nc1N(C)Cc1ccc(C)cc1	105	101	96	105	0	98	12	1
O=C(O)C[C@H]1c2cc(C(F)(F)F)ccc2S(=O)(=O)N1C1CCCCC1	93	102	123	88	4	100	-1	-37
COc1ccc(OCCN2CCN(S(=O)(=O)c3ccccc3C(F)(F)F)CC2)cc1	91	88	87	87	1	90	20	-11
CCOC(=O)C(=O)C1=CN(Cc2ccccc2)C=C(C#N)C1	99	100	100	107	0	97	3	-4
c1ccc(N2CCN(c3ccccc3)C2c2cccnc2)cc1	98	106	103	100	0	96	23	4
COc1cccc(C2CC(c3ccccc3Cl)n3nnnc3N2)c1 (stereo unspecified)	105	109	101	102	2	102	14	-3
CSc1nc(O)c(Nc2cccc(Cl)c2)c(=O)[nH]1	109	96	99	102	3	102	-8	7
CN(C(=O)COC(=O)c1cc2ccccc2cc1O)c1c(N)n(Cc2ccccc2)c(=O)[nH]c1=O	107	101	110	109	0	102	1	5
COc1ccc(-c2ccc(SCC(=O)c3ccccc3)nn2)cc1OC	94	91	104	90	0	93	0	-34
O=C(NCCN1CCN(c2ccccc2)CC1)c1cccn2c(=O)c3ccccc3nc12	107	109	102	106	0	103	-8	22
Nn1c(-c2ccccc2)nc2cc(Cl)ccc2c1=O	104	98	102	98	0	104	37	4
CC1CCC(NC(=O)Cn2c(=O)oc3cc(S(=O)(=O)N4CCCC4)ccc32)CC1 (stereo unspecified)	98	100	98	105	0	100	-2	26
Cn1cc(C(=O)NCc2ccccc2F)cn1	101	100	94	97	0	99	4	-2
CC1CC(C)CN(C(=O)CSc2n[nH]c(N)n2)C1 (stereo unspecified)	106	103	102	106	0	103	6	-2
Cc1cc(C)nc(NS(=O)(=O)c2ccc(CC(C)C)cc2)c1	100	97	110	100	0	97	7	2
Cc1csc(/C(=N\O)c2csc(C)n2)n1	102	102	99	101	2	98	18	2

Grouped by structure, the compounds so far with fluorine.
SMILES	MEP2-GFP yeast	CIT2 TOR yeast	LAP4-GFP MLPCN	AGP1 TOR yeast	GRK2 inh	RPL19A-GFP yeast	VLA-4 inh	GASC-1 inh
Cn1c(SCC(=O)Nc2cccc(F)c2)nnc1-c1cccnc1	92	105	99	97	5	99	5	i
CCOC(=O)C(NC(C)=O)(Nc1ccc(S(=O)(=O)Nc2cc(C)on2)cc1)C(F)(F)F (stereo unspecified)	126	100	109	106	1	86	3	-3
Cc1ccc(COc2cccc3c2CCN(Cc2ccc(F)cc2)C3=O)cc1	103	105	106	98	0	104	-7	10
Cc1cc(C)cc(NC(=O)c2cccn2-c2ncc(C(F)(F)F)cc2Cl)c1	106	101	103	106	0	106	4	15
O=C(NCC(=O)N(c1ccccc1F)C(C(=O)NC1CCCC1)c1ccncc1)c1ccco1 (stereo unspecified)	101	101	95	107	0	104	3	5
CCOC(=O)C1(Cc2cccc(F)c2)CCN(C(=O)Cc2cccnc2)CC1	111	94	90	21	11	86	13	-2
Cc1ccc(C(=O)N2CC(=O)Nc3ccc(F)cc3C2c2ccc(F)cc2)cc1[N+](=O)[O-] (stereo unspecified)	139	110	117	120	2	112	-10	9
O=C1NC(=Nc2ccc(F)cc2)CS1	99	105	99	98	2	108	6	-4
CC(Sc1nc(-c2ccc(F)cc2)cs1)C(=O)N1c2ccccc2CC1C (stereo unspecified)	107	104	102	99	5	106	3	1
O=C(O)C[C@H]1c2cc(C(F)(F)F)ccc2S(=O)(=O)N1C1CCCCC1	93	102	123	88	4	100	-1	-37
COc1ccc(OCCN2CCN(S(=O)(=O)c3ccccc3C(F)(F)F)CC2)cc1	91	88	87	87	1	90	20	-11
Cn1cc(C(=O)NCc2ccccc2F)cn1	101	100	94	97	0	99	4	-2
